Source: PubChem BioAssay (several laboratories)
pCIP destab = p/CIP-EGFP fusion destabilizers, primary screen, fluorescence, F442A cells | 16 h | 290,000 compounds, 0.01% hits | Q05BA5 | decrease of EGFP signal, % at 10 µM;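 active = EGFP signal decrease of at least 30% at 10 µM or well 3 SD below plate mean, unless failing retest; inactive = the rest, including hits failing retest or dose response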; note: some compounds called inactive have numbers as strong as hits; many of its hits are not listed in these tables
NS3 helicase inh = inhibitors of HCV NS3 helicase, primary screen, biochemical, Cy5 molecular beacon fluorescence; AID 1800, 2009; 290,000 compounds, 0.56% hits; inhibition, % at 10.9 µM; NS3 helicase DNA unwinding; Hepatitis C virus NS3 helicase;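 active = inhibition above the mean of all tested compounds plus 3 SD, set per campaign, cut at about 35% in these data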;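 note: 0% = DMSO wells and 100% = thioflavine S control wells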
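System: NS3 helicase fragment of HCV / Schedule: 1 h at 25 °C / Control set: DMSO alone as 0% and 110 µM thioflavine S as 100% / Reagent: Cy5/quencher beacon DNA duplex and ATP to start / Technique: Cy5 fluorescence / Replication: singlicate / Evaluation: % inhibition of end-to-start signal ratio versus controls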
UBC9 SUMO inh = inhibitors of in vitro SUMOylation cascade, primary screen, biochemical, HTRF, uHTS; 290,000 compounds, 0.36% hits; inhibition, % at 35 µM; HTRF SUMOylation assay, SAE1/SAE2 + UBC9; AID 2006, 2009; SUMO-conjugating enzyme UBC9 (Homo sapiens), P63279; in the data active = inhibition above about 50%, passing the limit was not always enough; note: strong numbers were not always called active
Target sequence (P63279 whole entry, looked up): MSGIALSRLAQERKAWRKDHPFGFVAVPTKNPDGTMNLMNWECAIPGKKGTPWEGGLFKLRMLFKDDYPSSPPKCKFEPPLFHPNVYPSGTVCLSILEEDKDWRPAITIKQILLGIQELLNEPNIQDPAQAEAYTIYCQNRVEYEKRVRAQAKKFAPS
VIM-2 inh = VIM-2 metallo-beta-lactamase inhibitors, primary screen, biochemical, epi-absorbance readout, Pseudomonas aeruginosa enzyme. purified VIM-2, nitrocefin hydrolysis, epi-absorbance fluorescence. inhibition, % at 5.6 µM. 290,000 compounds, 0.89% hits. AID 1527, 2009;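 active = inhibition above the mean of all tested compounds plus 3 SD, cutoff set per screening run, cut at about 7.5% in these data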;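 note: red hydrolysis product quenches plate fluorescence so inhibitors raise well fluorescence; 0% = enzyme with DMSO and 100% = DMSO without enzyme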
IMP-1 inhibitor = IMP-1 metallo-beta-lactamase inhibitors, primary screen, biochemical, epi-absorbance readout, Pseudomonas aeruginosa enzyme; 290,000 compounds, 0.45% hits; metallo-beta-lactamase IMP-1 (Pseudomonas aeruginosa); inhibition, % at 5.6 µM; AID 1556, 2009; purified IMP-1, nitrocefin hydrolysis, epi-absorbance fluorescence;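 active = inhibition above the mean plus 3 SD of all compounds in the same screening run, cut at about 4.5% in these data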;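 note: 0% = IMP-1 with DMSO and 100% = DMSO wells lacking enzyme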
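assay system = purified recombinant IMP-1 metallo-beta-lactamase enzyme | schedule = 15 min preincubation plus 25 min reaction at 25 °C | signal = Epi-absorbance fluorescence, 480 nm excitation, 530 nm emission | read-out basis = percent inhibition from optical density relative to buffer-blank wells | controls = IMP-1 with DMSO as 0%, enzyme-free DMSO as 100%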
PHOSPHO1 inh = PubChem AID 1565; recombinant PHOSPHO1, absorbance phosphatase assay; inhibition, % at 13.3 µM; 290,000 compounds, 1.1% hits; in the data active = inhibition above about 60%
Target sequence (Q8TCT1 whole entry, looked up): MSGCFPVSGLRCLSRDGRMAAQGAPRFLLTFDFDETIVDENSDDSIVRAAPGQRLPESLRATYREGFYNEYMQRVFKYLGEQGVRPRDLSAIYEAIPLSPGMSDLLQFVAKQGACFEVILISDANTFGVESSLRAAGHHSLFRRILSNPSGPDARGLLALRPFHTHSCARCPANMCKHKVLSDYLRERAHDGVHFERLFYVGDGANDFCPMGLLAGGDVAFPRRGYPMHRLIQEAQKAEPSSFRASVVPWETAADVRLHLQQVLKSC
MEKK3 PB1 HTS = modulators of MEKK3-MEK5 PB1 binding, primary screen, biochemical, wildtype MEKK3, multiplex bead flow cytometry, Alexa488-MEK5; AID 1529, 2009; Mitogen-activated protein kinase kinase kinase 3 (Homo sapiens), Q99759; binding response (% of control), % at 10 µM; 290,000 compounds, 1.4% hits; bead-based flow cytometry, Alexa488-MEK5 binding to MEKK3; actives lie on both sides; 0 = blocked by unlabeled MEK5, 100 = vehicle;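 active = binding response more than 3 SD above or below the average of its plate-row segment, actives on both sides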;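 note: Alexa488 bead fluorescence after subtracting the streptavidin-only scavenger bead signal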
Target sequence (Q99759 whole entry, looked up): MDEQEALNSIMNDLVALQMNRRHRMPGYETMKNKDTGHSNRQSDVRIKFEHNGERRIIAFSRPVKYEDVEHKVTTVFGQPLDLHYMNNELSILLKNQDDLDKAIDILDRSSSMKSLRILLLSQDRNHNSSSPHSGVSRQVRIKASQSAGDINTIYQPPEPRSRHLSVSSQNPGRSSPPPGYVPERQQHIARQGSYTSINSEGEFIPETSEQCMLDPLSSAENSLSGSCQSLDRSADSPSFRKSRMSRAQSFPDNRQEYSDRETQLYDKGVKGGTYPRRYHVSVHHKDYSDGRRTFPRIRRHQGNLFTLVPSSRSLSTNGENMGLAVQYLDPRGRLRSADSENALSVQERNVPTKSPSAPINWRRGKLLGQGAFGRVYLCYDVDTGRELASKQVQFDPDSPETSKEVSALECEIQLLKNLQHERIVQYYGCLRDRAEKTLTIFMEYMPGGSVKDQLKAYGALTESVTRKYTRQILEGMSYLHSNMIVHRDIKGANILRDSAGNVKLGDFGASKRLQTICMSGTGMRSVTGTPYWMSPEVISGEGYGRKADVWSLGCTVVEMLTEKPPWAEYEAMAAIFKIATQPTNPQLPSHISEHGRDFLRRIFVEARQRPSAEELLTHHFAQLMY
DNA FID counter = compounds displacing fluorescent DNA intercalator, primary screen, artefact control for HCV NS3 helicase inhibitor project, biochemical, FID fluorescence. DNA fluorescent intercalator displacement. inhibition, % at 7.9 µM. 290,000 compounds, 0.17% hits; in the data active = inhibition above about 37%;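 note: 0% = vehicle and 100% = reference compound; higher means more ethidium bromide displaced from hairpin DNA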
IDE cell activ = human IDE activators in live cells, primary screen, fluorescence polarization, HEK cells, FAbeta-B substrate; Insulin-degrading enzyme (Homo sapiens), P14735; FAbeta-B cleavage; 0% vehicle, 100% cell-free pure enzyme wells; activation, % at 5.96 µM; 340,000 compounds, 0.073% hits;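 active = activation above the mean of all tested compounds plus 3 SD, set per screening campaign, cut at about 17% in these data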
The depositor's hits bear a star; · = not tested or not shown; [ ] = dose if it differs, or a comment. Some of the compounds tested; rates above refer to the full screens.

SMILES	pCIP destab	NS3 helicase inh	UBC9 SUMO inh	VIM-2 inh	IMP-1 inhibitor	PHOSPHO1 inh	MEKK3 PB1 HTS	DNA FID counter	IDE cell activ
CC(C)c1c(O)nc(SCCN(C)C)[nH]c1=O	-1	6	10	-2.3	-2.8	7	101	-4	-2
CCN(CC)/C(=N\S(=O)(=O)c1ccccc1C)c1ccccc1	15	22	·	3.7	1.1	-27	95	-11	3
COC(=O)c1cccc(NC(=O)CSc2ncn[nH]2)c1	-8	-5	5	-3.5	-2.4	15	101	-1	9
COc1ccc(CCNS(=O)(=O)c2cccc(S(=O)(=O)N3CCCC3)c2)cc1OC	3	-6	13	-0.6	-0.5	6	112	-10	-3
O=C(CCCSc1nc2ccccc2[nH]1)NCc1ccc(Cl)cc1	-6	5	12	-4.0	-1.4	-18	111	-6	-3
Cc1ccc2[nH]c(=O)c(CN(Cc3ccccc3)Cc3nnnn3C3CCCC3)cc2c1	-1	1	-6	0.1	0.1	-29	97	-4	-2
COC(=O)c1ccccc1NC(=O)Nc1cccs1	6	0	-3	-1.6	-0.5	-4	99	-3	1
CSc1nc2c(c(=O)[nH]c(=O)n2C)n1Cc1ccccc1Cl	-6	5	10	0.8	0.2	24	102	-17	-2
CC(C)C(=O)NNC(=O)C1CC1(c1ccccc1)c1ccccc1 (stereo not given)	0	9	-6	-0.3	-0.4	31	102	-13	1
CC1CN(S(=O)(=O)c2cccc(C(=O)OCC(=O)c3cccs3)c2)CC(C)O1 (stereo not given)	-11	6	37	-1.3	-0.7	-20	98	-6	1
CCOc1cccc(C(=O)Nc2ccc(NC(=O)c3cc4ccccc4o3)c(OC)c2)c1	-22	3	34	-3.8	-2.2	14	95	-23	-2
CCOc1ccccc1N(C)C(=O)CCS(=O)(=O)c1ccc2c(c1)NC(=O)CO2	-2	6	-1	-2.7	-5.0	-1	100	-26	2
Cc1ccccc1C(=O)OCC(=O)N(C)c1ccccc1	3	3	23	-3.7	-3.8	36	101	-22	1
CCc1nnc(NC(=O)CSc2nnc(-c3ccncc3)n2Cc2ccccc2)s1	4	-13	24	-2.2	-3.0	-3	104	-17	·
COc1ccc(OC)c(-c2cc(C(=O)NCCCn3ccnc3)no2)c1	-2	-16	-20	8.4*	0.2	21	94	19	-2
C=CCn1c(SCC(=O)Nc2ccc(NC(=O)c3ccco3)c(OC)c2)nnc1-c1ccncc1	11	-2	15	-2.8	-2.8	-3	72	-32	4
O=C(COc1ccc(Cl)cc1)NCc1nnc(SCC(=O)NCc2ccc3c(c2)OCO3)o1	5	6	0	-4.0	-4.6	2	88	-21	2
Cc1cccc2cc(CN(CCc3ccccc3)C(=O)N3CCOCC3)c3nnnn3c12	0	6	0	-2.5	-1.5	1	103	-4	8
CCCOC(=O)C1=C(C)NC(=O)NC1c1cc2c(cc1Br)OCO2 (stereo not given)	-2	-1	13	0.1	-2.7	19	98	-26	-3
Cc1ccc(S(=O)(=O)NNC(=O)c2sccc2-n2cccc2)cc1	-3	-4	-1	-2.0	-0.7	8	101	-8	-1
Oc1ccc(C2=CSC3=NCCN23)cc1O	13	0	-1	0.5	-2.4	·	103	-1	0
CCC(C)NS(=O)(=O)c1ccc(NC(=O)Cc2ccc(OC)cc2)cc1 (stereo not given)	-22	7	-6	-0.9	-2.3	37	100	-20	3
COc1cccc(C(=O)NNC(=O)c2cccc(F)c2)c1	2	6	4	-1.2	-3.7	14	102	-2	-4
CCOc1ccc(N2C(=O)/C(=C\c3ccccc3OC)S(=O)(=O)C2c2cccc([N+](=O)[O-])c2)cc1 (stereo not given)	-6	3	-5	-2.6	-3.9	-4	98	-1	1
COc1ccc(C(c2nnnn2C2CCCCC2)N2CCN(c3ccc(OC)cc3)CC2)cc1 (stereo not given)	-2	-9	-14	-4.2	-3.2	25	101	1	-1

(list continues)
SMILES	pCIP destab	NS3 helicase inh	UBC9 SUMO inh	VIM-2 inh	IMP-1 inhibitor	PHOSPHO1 inh	MEKK3 PB1 HTS	DNA FID counter	IDE cell activ
CC(C)n1c(O)c(N=NC(=O)c2ccccc2NS(=O)(=O)c2cccs2)c2ccccc21	-4	8	-1	-4.0	-14	-11	103	-4	-6
CCC(C)C(N)C(=O)NC(CCC(=O)OCc1ccccc1)C(N)=O (stereo not given)	-12	-11	15	0.3	-1.7	-3	100	4	2
Cc1ccc(NC(=O)CCC(=O)OCC(F)(F)C(F)F)cc1	-3	4	7	-2.2	-1.0	-23	97	0	-1
Cc1ccc(C(=O)NCC2CCCO2)o1 (stereo not given)	-3	2	8	-3.6	-3.6	14	91	-13	-1
O=C(NN=C1CCCC1)c1cc(-c2ccccc2)n[nH]1	7	-3	10	-6.6	-4.3	-9	99	-6	1
Cc1cc(C)n(-c2ccc(NC(=O)C3CCN(Cc4ccc(C)o4)CC3)cc2)n1	1	-1	2	-0.3	0.0	29	94	2	5
C#CCNC(=O)C1=C[C@@H](c2ccc(C(F)(F)F)cc2)C[C@@H](OCCCCO)O1	-10	6	4	-1.8	-2.2	18	97	-27	3
O=C(O)CSc1ccc2nnc(-c3cccnc3)n2n1	-4	5	13	-1.4	-2.4	32	92	-10	1
Cc1ccc(S(=O)(=O)N2CCN(C)CC2)c(C)c1N(C)S(=O)(=O)c1ccc(Cl)cc1	-15	-15	14	0.0	1.3	-24	104	24	0
CCn1c(CC(=O)Nc2ccccc2)nnc1SCC(=O)NC1=NCCS1	-15	8	12	-5.8	-3.1	11	100	-19	3
CC1(C)C(=O)OC(c2cccs2)C2(CCCCC2)C1=O (stereo not given)	2	-3	-13	-0.4	3.6	2	85	-10	-1
CNC(=O)CN(CCc1ccccc1)S(=O)(=O)c1ccc(OC)cc1	10	6	-4	0.5	-1.1	38	102	-15	4
C/C(N)=C(/C#N)C(=O)CSc1nc2ccccc2c(=O)n1-c1ccc(C)c(Cl)c1	-1	-1	16	-3.8	-4.0	12	120	3	2
CCOC(=O)C1C(c2cccc(Cl)c2Cl)NC(=O)NC1(O)C(F)(F)F (stereo not given)	-8	0	-13	-2.6	-3.9	6	95	-8	5
Cn1nnnc1SCc1ccc(F)cc1	-7	-7	12	1.0	-0.9	3	102	-1	2
O=C(CN1CCN(S(=O)(=O)c2cc(Cl)ccc2Cl)CC1)c1ccc(O)c(O)c1	5	6	-6	2.3	-2.5	32	100	-25	7
CCOC(=O)N1CCN(C(=O)CNC2CCCCCCC2)CC1	-4	9	11	-1.0	-1.5	37	100	15	4
CCOC(=O)c1cc(-c2cccc([N+](=O)[O-])c2)nc2[nH]c(=O)[nH]c(=O)c12	-9	-13	21	-1.1	-3.0	42	102	-1	0
COc1cccc(C2CC(=O)Nc3c2c(=O)n(C)c(=O)n3C)c1OC (stereo not given)	-5	10	-3	-1.6	-2.7	0	112	-6	4
O=C(O)c1ccc(CSc2nnc(-c3ccncc3)n2-c2ccc(Cl)cc2)cc1	5	-9	10	-2.2	-2.4	35	103	-27	3
Cc1ccc(N2C(=O)C(Cl)=C(N3CCOCC3)C2=O)c(C)c1	-2	0	5	-1.3	0.3	22	103	-5	3
O=C(c1ccc([N+](=O)[O-])cc1)N1CCc2ccccc2C1	14	7	-20	-0.8	-0.4	7	92	-2	-3
O=Cc1cn(CC(=O)Nc2ccc3c(c2)OCO3)c2ccccc12	-15	1	23	-1.0	-2.1	-2	105	-3	1
COc1ccc(OCC(=O)Nc2c3c(nn2-c2ccccc2)CS(=O)(=O)C3)cc1	-6	-6	5	-2.5	-2.0	17	101	-23	1
COC(=O)c1ccc2c(=O)n(CCCCCC(=O)NCCNC(C)=O)c(=O)[nH]c2c1	11	4	7	-2.4	-5.0	20	96	-11	4

Next records
SMILES	pCIP destab	NS3 helicase inh	UBC9 SUMO inh	VIM-2 inh	IMP-1 inhibitor	PHOSPHO1 inh	MEKK3 PB1 HTS	DNA FID counter	IDE cell activ
COc1ccccc1CNC(=O)CN1C(=O)c2ccccc2S1(=O)=O	-17	-2	17	-0.5	-0.8	23	97	-5	3
O=C(Cc1ccc([N+](=O)[O-])cc1)N1CCN=C1SCc1ccccc1	4	-4	1	-3.0	-2.2	-18	86	3	4
C=CCC1(C#N)C(=S)NC(C)=C(C(=O)OCC)C1c1ccccc1 (stereo not given)	-4	1	21	-3.0	-4.2	11	108	-15	·
CC(c1ccccc1)N1C(=O)NC(NC(=O)c2cccnc2)(C(F)(F)F)C1=O (stereo not given)	-3	3	-31	0.7	-2.9	-23	0.0*[inhibitor]	-2	0
O=C1OCc2ccc(NC(=O)c3ccccc3C(=O)O)cc21	-1	2	16	0.8	0.1	18	101	2	4
O=C(NCCc1ccccc1)C1CCN(S(=O)(=O)N2CCOCC2)CC1	4	-1	8	-1.5	-1.5	15	102	-10	-2
CC12CCC(C(=O)OC3CCCCC3)(OC1=O)C2(C)C (stereo not given)	-23	10	20	-0.2	-2.8	·	105	-13	0
CSCC(C)N1CCC(n2nccc2NC(=O)c2ccccc2C)CC1 (stereo not given)	9	-2	0	2.1	-0.6	-9	101	0	2
O=C(CSCCO)Nc1cc(C(F)(F)F)ccc1Cl	13	0	13	-1.6	-2.7	5	105	1	2
CCc1ccccc1Nc1nc2ccccc2n1CC	-2	-1	14	-0.4	-1.9	-122	98	-2	0
Cc1cc(=O)[nH]c(SCC(=O)Nc2ccc3c(c2)OCCO3)n1	1	-17	0	1.2	-0.1	-6	98	-15	5
CCOCCOC(=O)c1[nH]c2c(c1C)C(=O)CC(c1ccccc1)C2 (stereo not given)	-15	-4	-2	3.9	-1.0	27	106	-26	-2
CC(=O)C1=C(C)Nc2ncnn2C1c1ccc(Br)cc1 (stereo not given)	-9	4	18	-2.0	-1.0	·	104	-6	2
N#Cc1ccc(S(=O)(=O)NC2CCCCNC2=O)cc1 (stereo not given)	0	-1	-6	-1.0	-1.2	23	103	1	3
Cc1cc(C)c2c(=O)[nH]cnc2n1	6	-9	12	0.2	-1.2	-9	104	0	-2

4 compounds already listed, arranged by length of the SMILES, largest number first.
SMILES	pCIP destab	NS3 helicase inh	UBC9 SUMO inh	VIM-2 inh	IMP-1 inhibitor	PHOSPHO1 inh	MEKK3 PB1 HTS	DNA FID counter	IDE cell activ
C=CCC1(C#N)C(=S)NC(C)=C(C(=O)OCC)C1c1ccccc1 (stereo not given)	-4	1	21	-3.0	-4.2	11	108	-15	·
COc1ccccc1CNC(=O)CN1C(=O)c2ccccc2S1(=O)=O	-17	-2	17	-0.5	-0.8	23	97	-5	3
CC(=O)C1=C(C)Nc2ncnn2C1c1ccc(Br)cc1 (stereo not given)	-9	4	18	-2.0	-1.0	·	104	-6	2
Cc1cc(C)c2c(=O)[nH]cnc2n1	6	-9	12	0.2	-1.2	-9	104	0	-2
